Compound activity from PubChem BioAssay.
TcdB GH inh: inhibitors of Clostridioides difficile toxin B glycohydrolase. P18177. TcdB glycohydrolase enzymatic assay, plate reader. actives 0.24% (n = 350,000). inhibition, % at 9.99 µM; in the data active = inhibition above about 10%
Target sequence (P18177 whole entry, looked up): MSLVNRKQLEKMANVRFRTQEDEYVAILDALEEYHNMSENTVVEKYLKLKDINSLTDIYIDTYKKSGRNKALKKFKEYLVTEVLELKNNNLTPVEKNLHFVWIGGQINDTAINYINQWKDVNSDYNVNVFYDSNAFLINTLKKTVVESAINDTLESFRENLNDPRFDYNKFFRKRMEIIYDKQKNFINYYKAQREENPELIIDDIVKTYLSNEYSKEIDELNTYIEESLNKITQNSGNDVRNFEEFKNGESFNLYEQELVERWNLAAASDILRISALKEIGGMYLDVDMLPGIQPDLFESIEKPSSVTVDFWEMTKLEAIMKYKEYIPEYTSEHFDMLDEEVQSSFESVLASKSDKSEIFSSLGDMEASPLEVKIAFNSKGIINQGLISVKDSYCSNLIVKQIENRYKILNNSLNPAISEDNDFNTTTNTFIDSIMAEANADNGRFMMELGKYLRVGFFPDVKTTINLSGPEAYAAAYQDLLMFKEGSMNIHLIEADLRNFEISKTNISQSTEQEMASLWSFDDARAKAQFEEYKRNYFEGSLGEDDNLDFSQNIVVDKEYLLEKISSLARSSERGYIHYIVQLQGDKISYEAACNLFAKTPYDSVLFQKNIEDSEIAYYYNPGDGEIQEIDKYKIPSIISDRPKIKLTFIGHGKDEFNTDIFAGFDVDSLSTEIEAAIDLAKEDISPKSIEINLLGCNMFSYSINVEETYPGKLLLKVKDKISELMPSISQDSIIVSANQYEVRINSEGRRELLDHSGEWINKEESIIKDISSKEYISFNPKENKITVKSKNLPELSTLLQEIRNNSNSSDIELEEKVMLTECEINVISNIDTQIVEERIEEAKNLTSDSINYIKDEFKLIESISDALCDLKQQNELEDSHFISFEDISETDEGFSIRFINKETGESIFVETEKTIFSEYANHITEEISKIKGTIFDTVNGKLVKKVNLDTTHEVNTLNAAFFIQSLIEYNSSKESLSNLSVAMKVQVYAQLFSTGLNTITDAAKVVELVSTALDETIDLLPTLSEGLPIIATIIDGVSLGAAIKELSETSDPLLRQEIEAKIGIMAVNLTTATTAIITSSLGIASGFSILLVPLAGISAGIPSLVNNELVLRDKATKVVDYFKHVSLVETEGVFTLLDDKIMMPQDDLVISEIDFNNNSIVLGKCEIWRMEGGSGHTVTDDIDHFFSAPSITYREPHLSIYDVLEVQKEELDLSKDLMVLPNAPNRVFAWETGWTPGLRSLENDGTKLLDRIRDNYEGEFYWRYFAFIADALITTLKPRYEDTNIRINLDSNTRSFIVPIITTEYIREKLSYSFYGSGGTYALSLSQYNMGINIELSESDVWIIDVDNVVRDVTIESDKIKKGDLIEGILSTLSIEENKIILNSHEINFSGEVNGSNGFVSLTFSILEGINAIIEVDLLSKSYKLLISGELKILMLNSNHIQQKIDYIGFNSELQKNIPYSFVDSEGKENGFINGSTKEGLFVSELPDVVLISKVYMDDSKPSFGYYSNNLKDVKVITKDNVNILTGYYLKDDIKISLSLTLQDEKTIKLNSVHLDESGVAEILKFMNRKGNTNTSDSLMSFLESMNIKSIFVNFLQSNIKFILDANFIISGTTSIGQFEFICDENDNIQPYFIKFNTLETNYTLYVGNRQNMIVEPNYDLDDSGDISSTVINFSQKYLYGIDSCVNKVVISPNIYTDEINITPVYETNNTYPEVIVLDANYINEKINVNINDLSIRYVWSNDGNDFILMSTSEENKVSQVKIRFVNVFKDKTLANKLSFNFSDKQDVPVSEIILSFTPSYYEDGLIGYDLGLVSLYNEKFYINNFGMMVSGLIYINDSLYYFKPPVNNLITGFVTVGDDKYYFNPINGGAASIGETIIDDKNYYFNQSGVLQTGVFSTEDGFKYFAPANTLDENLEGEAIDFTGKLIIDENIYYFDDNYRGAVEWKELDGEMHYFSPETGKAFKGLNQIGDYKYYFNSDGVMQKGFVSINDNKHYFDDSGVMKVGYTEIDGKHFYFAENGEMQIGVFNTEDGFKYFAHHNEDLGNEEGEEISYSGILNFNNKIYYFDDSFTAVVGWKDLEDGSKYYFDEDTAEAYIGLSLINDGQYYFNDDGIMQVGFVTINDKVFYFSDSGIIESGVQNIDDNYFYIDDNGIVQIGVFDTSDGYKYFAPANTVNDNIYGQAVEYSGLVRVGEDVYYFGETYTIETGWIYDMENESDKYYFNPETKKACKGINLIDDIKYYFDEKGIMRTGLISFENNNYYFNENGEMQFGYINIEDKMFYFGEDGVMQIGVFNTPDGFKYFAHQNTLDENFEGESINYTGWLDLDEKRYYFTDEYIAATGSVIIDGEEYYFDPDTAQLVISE
BioA inh: blocks M. tuberculosis BioA enzyme activity | actives 0.096% (n = 360,000) | purified M. tuberculosis BioA enzyme, plate reader | inhibition, % at 9.99 µM; in the data active = inhibition above about 40%
Active calls of the source: *; & = joins results of further samples. Only part of the results is shown. The share of hits here may be higher or lower than overall.

SMILES,TcdB GH inh,BioA inh
CC=Cc1ccc2n(c1=O)C[C@H]1[C@H](CO)[C@@H](C(=O)NCC)[C@@H]2N1C(=O)c1ccc(F)cc1 (mixture of isomers),1.2,-1.6
C[C@@H](O)C#Cc1ccc([C@H]2[C@H]3CN(CC4CCOCC4)CCCCN3[C@H]2CO)cc1,-0.1,-2.8
C[C@H](NC(=O)C[C@H]1C[C@H]2c3cc(NS(C)(=O)=O)ccc3O[C@H]2[C@H](CO)O1)c1ccccc1,-1.5,-0.4
CCCC#Cc1cnc2c(c1)C(=O)N([C@@H](C)CO)C[C@H](C)[C@H](CN(C)C(=O)NC1CCCC1)O2,2.1,11.1
O=C(C[C@@H]1C[C@H]2c3cc(NC(=O)Nc4ccccc4)ccc3O[C@H]2[C@@H](CO)O1)NC1CCCCC1,-1.6,-3.0
C/C=C/c1ccc2c(c1)O[C@@H](CN(C)C(=O)c1cccnc1)[C@H](C)CN([C@@H](C)CO)S2(=O)=O,0.2,-0.3
CN1C(=O)c2cc(NC(=O)NCc3ccccc3)ccc2OC[C@@H]2O[C@H](CC(=O)NCC3CCCCC3)CC[C@H]21,-4.5,2.0
C[C@@H]1CN([C@H](C)CO)C(=O)CCCn2cc(nn2)CO[C@@H]1CN(C)Cc1ccc2c(c1)OCO2,0.3,-1.4
O=C(c1cccc(F)c1)N1C[C@H]2[C@@H](c3ccccc31)[C@@H](CO)N2C(=O)C1CCCCC1,0.0,9.1
CCC(=O)N1C[C@@H](C)[C@H](OC)CN(C)C(=O)c2ccc(NC(=O)c3ccccc3)cc2OC[C@@H]1C,1.4,-0.1
O=C(C[C@@H]1C[C@H]2c3cc(NS(=O)(=O)c4ccccc4)ccc3O[C@H]2[C@@H](CO)O1)N1CCOCC1,-6.0,-2.5
CC(C)NC(=O)N(C)C[C@H]1Oc2ccc(NC(=O)c3ccncc3)cc2CC(=O)N([C@@H](C)CO)C[C@H]1C,-0.5,-3.9
C[C@H](CO)N1C[C@H](C)[C@@H](CN(C)Cc2ccc(Oc3ccccc3)cc2)Oc2ccc(NS(=O)(=O)c3ccc(Cl)cc3)cc2C1=O,0.4,-1.3
COc1ccccc1-c1cnc2c(c1)C(=O)N([C@@H](C)CO)C[C@H](C)[C@@H](CN(C)Cc1ccc(C(=O)O)cc1)O2,-5.1,1.7
C[C@@H]1CN([C@H](C)CO)C(=O)c2cccc(NC(=O)C3CCCCC3)c2O[C@@H]1CN(C)Cc1ccccc1,0.6,0.2
O=C(Nc1ccccc1)N1CCCCN2[C@H](CO)[C@@H](c3ccc(Br)cc3)[C@H]2C1,0.5,-1.1
CCC(=O)N(C)C[C@@H]1[C@@H](c2ccc(-c3cccnc3)cc2)[C@H](CO)N1C(C)=O,-1.7,2.1
CNC[C@@H]1Oc2cc(C#CC3CCCCC3)ccc2S(=O)(=O)N([C@@H](C)CO)C[C@H]1C,1.8,-4.0
O=C(NC1CCCC1)N[C@@H]1CC[C@@H](CC(=O)N2CCOCC2)O[C@@H]1CO,0.5&0.2,3.3
C[C@H]1CN([C@@H](C)CO)S(=O)(=O)c2ccc(-c3ccccc3)cc2O[C@H]1CN(C)Cc1cccc(F)c1,-0.9,-0.1
CN1C(=O)c2cc(NC(=O)Cc3cccs3)ccc2OC[C@H]2O[C@@H](CC(=O)NCC3CC3)CC[C@@H]21,-0.4,1.4
C[C@@H]1CN([C@@H](C)CO)C(=O)c2cc(-c3ccc(F)cc3)cnc2O[C@@H]1CN(C)CC1CCCCC1,-1.1,-1.5
O=C(C[C@@H]1C=C[C@@H](NC(=O)c2ccccn2)[C@@H](CO)O1)NCc1cc(F)cc(F)c1,-2.8,-2.1
C[C@@H]1CN([C@@H](C)CO)C(=O)c2cc(NS(=O)(=O)c3ccc(F)cc3)ccc2O[C@@H](C)CCCCO[C@@H]1CN(C)C(=O)CCC(F)(F)F,1.3,-0.5
CCCC#Cc1ccc2c(c1)O[C@H](CN(C)C(=O)NC(C)C)[C@@H](C)CN([C@H](C)CO)S2(=O)=O,0.5,0.2
C[C@@H]1CN([C@H](C)CO)C(=O)c2cc(C#Cc3ccccc3F)cnc2O[C@H]1CN(C)C(=O)c1ccc2c(c1)OCO2,0.7,2.4
CC(C)NC(=O)Nc1ccc2c(c1)C(=O)N([C@H](C)CO)C[C@@H](C)[C@H](CN(C)Cc1ccc(Oc3ccccc3)cc1)O2,0.1,3.2
CCC(=O)NC[C@H]1[C@H](c2ccc(-c3cccc(F)c3)cc2)[C@H](CO)N1C(=O)CC,0.2,4.6
C[C@H](CO)N1C[C@H](C)[C@H](CN(C)Cc2ccc(-c3ccccc3)cc2)Oc2c(NS(=O)(=O)c3cccs3)cccc2C1=O,0.4,-5.6
Cc1ccc(S(=O)(=O)N[C@H]2CC[C@@H](CCn3cc(-c4cccnc4)nn3)O[C@H]2CO)cc1,0.1,4.3
Cc1ccccc1-c1ccc([C@H]2[C@H](CO)N3CCCCN(S(=O)(=O)Cc4ccccc4)C[C@@H]23)cc1,1.3,-0.8
O=C(C[C@H]1CC[C@@H](NC(=O)C2CC2)[C@H](CO)O1)NC1CCC1,0.5,2.2
Cc1noc(C)c1NC(=O)N(C)C[C@@H]1Oc2ccc(NC(=O)Nc3cccc4ccccc34)cc2C(=O)N([C@@H](C)CO)C[C@@H]1C,1.0,4.7
COc1ccc(CCNC(=O)[C@@]2(Sc3ccc(C)cc3)CC(=O)N(C(C)C)[C@@H]2c2ccc(CO)cc2I)cc1,-0.4,-1.0
C[C@H](CO)N1C[C@H](C)[C@@H](CN(C)C(=O)C2CCC2)Oc2ncc(C#Cc3ccccc3F)cc2C1=O,-1.3,-0.2
CO[C@@H]1CC[C@@H]2CCN(C)C(=O)[C@H](C)[C@H](OC)CN(C)C(=O)c3cccc(C#N)c3OC[C@@H]1O2,0.0,-1.0
C[C@@H]1CN([C@@H](C)CO)C(=O)c2cc(-c3ccccc3F)cnc2O[C@H]1CN(C)C,-6.0,-0.1
CC(=O)n1cc([C@@H]2C=C(C(N)=O)O[C@H](OCCCCO)C2)c2ccccc21,-0.2,4.2
O=C(C[C@H]1C[C@H]2c3cc(NC(=O)Nc4ccccc4F)ccc3O[C@H]2[C@@H](CO)O1)NCC1CC1,0.6,1.7
O=C(C[C@@H]1CC[C@@H](NC(=O)c2cccc(F)c2)[C@@H](CO)O1)NCc1ccccc1,-0.1,-0.2

Part of the list above, with two lines to a compound:
The line under a structure holds: TcdB GH inh | BioA inh
CC(=O)n1cc([C@@H]2C=C(C(N)=O)O[C@H](OCCCCO)C2)c2ccccc21
  -0.2 | 4.2
CO[C@@H]1CC[C@@H]2CCN(C)C(=O)[C@H](C)[C@H](OC)CN(C)C(=O)c3cccc(C#N)c3OC[C@@H]1O2
  0.0 | -1.0

Going on with the list.
SMILES,TcdB GH inh,BioA inh
CS(=O)(=O)N1[C@@H]2c3ccc(C4=CCCCC4)c(=O)n3C[C@H]1[C@H](CO)[C@H]2C(=O)N1CCOCC1,-9.1,-2.6
CO[C@H]1CN(C)C(=O)c2ccc(NC(=O)Nc3ccccc3F)cc2OC[C@H](C)N(C(C)=O)C[C@H]1C,0.5,0.3
O=C(C[C@H]1C[C@H]2c3cc(NS(=O)(=O)c4ccc(F)cc4)ccc3O[C@H]2[C@H](CO)O1)NCc1cccc(F)c1,0.2,0.5
CN1C(=O)c2cc(NC(=O)c3ccc(F)cc3)ccc2OC[C@H]2O[C@H](CC(=O)NCC3CCCCC3)CC[C@@H]21,-6.1,-3.3
COc1ccccc1C#Cc1cnc2c(c1)C(=O)N([C@@H](C)CO)C[C@H](C)[C@@H](CN(C)S(=O)(=O)c1cn(C)cn1)O2,-0.1,0.4
CC(C)NC(=O)Nc1cccc2c1O[C@H](CN(C)C(=O)Nc1ccc(F)cc1)[C@@H](C)CN([C@@H](C)CO)C2=O,-1.8,-1.2
CCCN(C)C[C@H]1OCc2cnnn2CCCC(=O)N([C@@H](C)CO)C[C@H]1C,0.5,0.4
COc1ccc(NC(=O)Nc2ccc3c(c2)C(=O)N([C@H](C)CO)C[C@H](C)[C@H](CN(C)CC2CC2)OCCCC[C@@H](C)O3)cc1,-0.6,0.0
CC(C)C#Cc1cnc2c(c1)C(=O)N([C@H](C)CO)C[C@@H](C)[C@@H](CN(C)C(=O)c1cccnc1)O2,0.4,4.1
COc1ccc(S(=O)(=O)N(C)C[C@@H]2Oc3ccc(NC(=O)NC4CCCCC4)cc3CC(=O)N([C@H](C)CO)C[C@H]2C)cc1,1.0,-0.3
O=C(N[C@H]1CC[C@H](CCNS(=O)(=O)c2ccc(Cl)cc2)O[C@@H]1CO)c1cccc(F)c1,-1.2&0.0,-1.6
Cc1ccc(S(=O)(=O)N(C)C[C@H]2OCCCC[C@@H](C)Oc3ccc(NC(=O)NC(C)C)cc3C(=O)N([C@H](C)CO)C[C@@H]2C)cc1,0.5,-1.5
C[C@@H]1CCCCO[C@@H](CN(C)S(=O)(=O)c2ccc(F)cc2)[C@@H](C)CN([C@H](C)CO)C(=O)c2cc(NS(C)(=O)=O)ccc2O1,-0.9,-2.4
COc1ccc(S(=O)(=O)N(C)C[C@H]2Oc3c(NC(=O)NC(C)C)cccc3C(=O)N([C@H](C)CO)C[C@H]2C)cc1,0.9,13.3
CN(C)C(=O)C[C@H]1CC[C@H]2[C@@H](COc3ccc(NC(=O)NCc4ccccc4)cc3C(=O)N2C)O1,-1.8,-1.2
C[C@@H]1CCCCO[C@@H](CN(C)Cc2ccccc2)[C@@H](C)CN([C@@H](C)CO)C(=O)c2cc(NS(=O)(=O)c3cccs3)ccc2O1,0.5,-0.5
CNC[C@@H]1Oc2cc(-c3cncnc3)ccc2S(=O)(=O)N([C@H](C)CO)C[C@H]1C,1.9,0.3
CCC(=O)N1C[C@H](O)COC[C@H]2O[C@H](CC(=O)N3CCCCC3)CC[C@@H]21,-0.4,-2.1
O=C(Nc1cccc(F)c1)N[C@H]1CC[C@H](CCn2cc(Cc3ccccc3)nn2)O[C@H]1CO,-0.4,1.3
CCCC(=O)Nc1ccc2c(c1)C(=O)N(C)[C@@H]1CC[C@H](CC(=O)NCCN3CCCCC3)O[C@@H]1CO2,-0.9,-1.5
N#C[C@H]1[C@H](c2ccccc2)[C@@H](CO)N1C(=O)c1ccccc1F,0.0,-0.7
C[C@@H]1CN([C@@H](C)CO)C(=O)c2cc(NC(=O)Nc3ccc(F)cc3)ccc2O[C@@H]1CN(C)Cc1ccc(-c2ccccc2)cc1,0.9,-0.7
Cc1ccc(S(=O)(=O)Nc2ccc3c(c2)C(=O)N([C@@H](C)CO)C[C@H](C)[C@@H](CN(C)C(=O)Nc2c(C)noc2C)OCCCC[C@@H](C)O3)cc1,1.3,0.2
CCOC(=O)N(C)C[C@H]1OCc2ccccc2-c2ccccc2C(=O)N([C@@H](C)CO)C[C@@H]1C,-0.4,-0.2

Reprinted from the part before: 4 entries; new compounds follow.
SMILES,TcdB GH inh,BioA inh
N#C[C@H]1[C@H](c2ccccc2)[C@@H](CO)N1C(=O)c1ccccc1F,0.0,-0.7
C[C@@H]1CN([C@@H](C)CO)C(=O)c2cc(NC(=O)Nc3ccc(F)cc3)ccc2O[C@@H]1CN(C)Cc1ccc(-c2ccccc2)cc1,0.9,-0.7
Cc1ccc(S(=O)(=O)Nc2ccc3c(c2)C(=O)N([C@@H](C)CO)C[C@H](C)[C@@H](CN(C)C(=O)Nc2c(C)noc2C)OCCCC[C@@H](C)O3)cc1,1.3,0.2
CCOC(=O)N(C)C[C@H]1OCc2ccccc2-c2ccccc2C(=O)N([C@@H](C)CO)C[C@@H]1C,-0.4,-0.2
C[C@@H]1CN([C@@H](C)CO)C(=O)Cc2cc(NC(=O)C3CC3)ccc2O[C@H]1CN(C)S(=O)(=O)c1ccc(F)cc1,-0.2,3.2
C[C@H](CO)N1C[C@H](C)[C@H](CN(C)C(=O)CCC(F)(F)F)OCCCC[C@H](C)Oc2ccc(NC(=O)NC3CCCCC3)cc2C1=O,-0.8,-1.1
CO[C@@H]1CN(C)C(=O)c2cc(NC(=O)NC(C)C)ccc2OC[C@H](C)N(Cc2ccc(-c3ccccn3)cc2)C[C@H]1C,0.4,5.1
O=C(Cc1ccccn1)N1CCCCN2[C@H](CO)[C@@H](c3ccc(Br)cc3)[C@@H]2C1,-0.2,-1.0
CO[C@@H]1CN(C)C(=O)c2ccc(NS(C)(=O)=O)cc2OC[C@H](C)N(C(=O)C2CCCC2)C[C@@H]1C,-0.6,6.8
C[C@@H]1CN([C@@H](C)CO)C(=O)c2cc(NC(=O)Nc3ccc(F)cc3)ccc2O[C@@H]1CN(C)S(C)(=O)=O,-0.2,0.9
C[C@@H]1CCCCO[C@H](CN(C)Cc2ccc(C(=O)Nc3ccccc3N)cc2)[C@@H](C)CN([C@@H](C)CO)C(=O)c2cc(NS(=O)(=O)c3ccc(Cl)cc3)ccc2O1,0.0,-1.0
CO[C@@H]1CN(C)C(=O)c2cc(NC(=O)c3ccc4c(c3)OCO4)ccc2OC[C@H](C)N(CC2CC2)C[C@@H]1C,0.6,-1.0
COc1ccc(S(=O)(=O)N[C@H]2C=C[C@@H](CC(=O)N3CCc4ccccc4C3)O[C@H]2CO)cc1,1.6,-1.8
COc1ccc(-c2ccc3c(c2)[C@@H]2[C@@H](CCN2C(=O)NC2CCCCC2)[C@H](CO)N3C)cc1,1.7,-0.2
CCCNC(=O)NC[C@H]1[C@@H](c2ccc(C3=CCCC3)cc2)[C@H](CO)N1C(=O)CC,-0.6,1.0
COCC#Cc1ccc2c(c1)O[C@@H](CN(C)Cc1cncnc1)[C@H](C)CN([C@@H](C)CO)S2(=O)=O,-0.4,-0.5
C[C@H](CO)N1C[C@H](C)[C@H](CN(C)C(=O)C2CCCCC2)Oc2cc(-c3ccc(C(=O)N(C)C)cc3)ccc2S1(=O)=O,1.3,2.2

Copied from the list.
In TcdB GH inh, COCC#Cc1ccc2c(c1)O[C@@H](CN(C)Cc1cncnc1)[C@H](C)CN([C@@H](C)CO)S2(=O)=O is listed with -0.4
In TcdB GH inh, C[C@H](CO)N1C[C@H](C)[C@H](CN(C)C(=O)C2CCCCC2)Oc2cc(-c3ccc(C(=O)N(C)C)cc3)ccc2S1(=O)=O is listed with 1.3
In TcdB GH inh, COc1ccc(S(=O)(=O)N[C@H]2C=C[C@@H](CC(=O)N3CCc4ccccc4C3)O[C@H]2CO)cc1 is listed with 1.6
